Screens from PubChem BioAssay.
RMI-FANCM inh = disruptors of RMI1/RMI2 association with MM2 peptide – biochemical, fluorescence polarization, human, primary screen; RMI core complex (RMI1/RMI2) binding to FANCM MM2 peptide, human; RMI core complex with F-MM2 peptide; stronger effect = lower value; FP signal (polarization) at 33 µM; hit rate 0.58% among 70,000; in the data active = FP signal below about 40; note: inactives centre near 61; strong numbers were not always called active; unit not given here
The depositor's hits bear a star; & = joins results of further samples. An excerpt; rates above refer to the full screens.

RMI-FANCM inh,canonical_smiles
55,Oc1c(I)cc(Cl)c2cccnc12
56,CC(C)(C)c1ccc(Oc2cc3c(cc2[N+](=O)[O-])C(=O)NC3=O)cc1
71,Cc1ccc(S(=O)(=O)c2ccc(C(=O)Nc3cccc(Cl)c3)cn2)cc1C
56,O=C(Nc1nc2ccc3ccccc3c2s1)C1CCN(S(=O)(=O)c2cccs2)CC1
47,NC(=O)C1=CCc2ccccc21
58,CCOC(=O)c1ccc(NC(=O)CN2C(=O)c3cccc4cccc(c34)C2=O)cc1
53,CCOc1ccccc1-n1nnnc1SCC(=O)Nc1ccccc1C(=O)O
53,COc1ccccc1-c1nnc(NC(=O)c2nc3ccccc3s2)o1
96,CCOC(=O)c1sc(NC(=O)CSc2nnnn2-c2ccccc2)c(C(=O)OCC)c1C
63,O=C(NCCCn1ccnc1)C(=O)Nc1ccccc1F
64,Clc1ccc(-n2ncc3c(Cl)ncnc32)cc1
58,Nc1ccnc(C(F)(F)F)n1
61,CC(=O)c1ccc(C(=O)Nc2nc3c(s2)CSc2ccccc2-3)cc1
62,COc1ccc(S(=O)(=O)Nc2ccccc2C(=O)O)cc1C
69,Cc1nn(C2CCS(=O)(=O)C2)c2nc(-c3ccc(F)cc3)cc(C(=O)NCc3ccccn3)c12 (stereo unspecified)
56,NC(=O)Cn1c(CO)cnc1SCc1cccc(F)c1
62,CC(C)c1ccc(N2CC(c3nc(-c4cccc(Cl)c4)no3)CC2=O)cc1 (stereo unspecified)
66,Cc1ccc(NC(=O)OCc2ccccc2)cc1N1CCCC1=O
65,COc1ccc(-c2cc(=O)c3c(O)c(OC)c(OC)cc3o2)cc1O
61,O=C(N=S1CCC2(C1)OCCO2)c1cc(C(F)(F)F)cc(C(F)(F)F)c1 (stereo unspecified)

5 entries already listed, arranged by the number in RMI-FANCM inh, falling:
RMI-FANCM inh,canonical_smiles
96,CCOC(=O)c1sc(NC(=O)CSc2nnnn2-c2ccccc2)c(C(=O)OCC)c1C
66,Cc1ccc(NC(=O)OCc2ccccc2)cc1N1CCCC1=O
64,Clc1ccc(-n2ncc3c(Cl)ncnc32)cc1
58,CCOC(=O)c1ccc(NC(=O)CN2C(=O)c3cccc4cccc(c34)C2=O)cc1
56,NC(=O)Cn1c(CO)cnc1SCc1cccc(F)c1

Other results follow.
RMI-FANCM inh,canonical_smiles
70,CC(C)(C)c1ccc(OCC(=O)NCc2ccsc2)cc1
59,C=C(C)Cn1c(CCCO)nc2ccccc21
62,CSc1ccccc1NC(=O)CCc1csc(NS(=O)(=O)c2ccc(C)cc2)n1
82,Cc1nnc(NC(=O)CSc2ncnc3c2oc2ccccc23)s1
63,CCn1ccnc1N1CCN(C(=O)c2ccc(C(C)(C)C)cc2)CC1
60,OC(CSc1cccs1)CN1CCN(C(c2ccccc2)c2ccccc2)CC1 (stereo unspecified)
59,O=C(CSc1ncccn1)N1CCCC1
54,CN(C(=O)c1ccco1)c1nnc(C23CC4CC(CC(C4)C2)C3)s1
72,Cn1nccc1C(=O)N1CCN(c2nc3c(F)cccc3s2)CC1
62,O=C(O)CSc1nnc(-c2cccs2)o1
68,CCCCOc1ccccc1N1C(=O)CC(N2CCN(C)CC2)C1=O (stereo unspecified)
76,NS(=O)(=O)c1ccc(NC(=O)CCCn2nc(-c3ccc(F)cc3)ccc2=O)cc1
60,COC(=O)CSC(=S)N(C)C
53,COc1ccc(Cl)cc1C(=O)NCc1nnnn1-c1ccc(C)c(C)c1
51,CC(C)N(C(=O)CN1CCC(c2nc3ccccc3[nH]2)CC1)C(C)C
101,NC(=O)c1nc(-c2cccc(O)c2)nc2c1[nH]c(=O)n2-c1ccc(Cl)c(Cl)c1
64,O=C(COc1ccc(Oc2ccccc2)cc1)Nc1cccc(C(F)(F)F)c1
96,Cc1ccc(-c2noc(Cn3cnc4c(nnn4Cc4cccc(C)c4)c3=O)n2)cc1
63,O=C(Cc1cc(=O)[nH]c(SCc2ccccc2F)n1)NCCCc1ccccc1
49,O=C1CSC(=S)N1Cc1ccccc1

Part of the list above, in CSV form.
compound,RMI-FANCM inh
CCCCOc1ccccc1N1C(=O)CC(N2CCN(C)CC2)C1=O (stereo unspecified),68
NS(=O)(=O)c1ccc(NC(=O)CCCn2nc(-c3ccc(F)cc3)ccc2=O)cc1,76
COC(=O)CSC(=S)N(C)C,60
COc1ccc(Cl)cc1C(=O)NCc1nnnn1-c1ccc(C)c(C)c1,53

The main list resumes, starting seven compounds before the break.
RMI-FANCM inh,canonical_smiles
53,COc1ccc(Cl)cc1C(=O)NCc1nnnn1-c1ccc(C)c(C)c1
51,CC(C)N(C(=O)CN1CCC(c2nc3ccccc3[nH]2)CC1)C(C)C
101,NC(=O)c1nc(-c2cccc(O)c2)nc2c1[nH]c(=O)n2-c1ccc(Cl)c(Cl)c1
64,O=C(COc1ccc(Oc2ccccc2)cc1)Nc1cccc(C(F)(F)F)c1
96,Cc1ccc(-c2noc(Cn3cnc4c(nnn4Cc4cccc(C)c4)c3=O)n2)cc1
63,O=C(Cc1cc(=O)[nH]c(SCc2ccccc2F)n1)NCCCc1ccccc1
49,O=C1CSC(=S)N1Cc1ccccc1
58,Cc1onc(-c2c(Cl)cccc2Cl)c1C(=O)N=S1CCC2(C1)OCCO2 (stereo unspecified)
39*,COC(OC)c1ccc2c(N)c(C(=O)Nc3ccc(C(F)(F)F)cc3)sc2n1
56,CCOc1ccc(C(=O)N2CCN(c3nc4ccc(Br)cc4s3)CC2)cc1
54,Cc1ccc(S(=O)(=O)CC(=O)c2ccc3c(c2)OCCO3)cc1
57,CCOC(=O)CC(=O)CSc1ccc2nnc(-c3ccc(F)cc3)n2n1
66,CCCN(CCC)S(=O)(=O)c1ccc(C(=O)Nc2ccc3sc(SC)nc3c2)cc1
65,O=C(CCC1CCCCC1)Nc1ccc(S(=O)(=O)Nc2ncccn2)cc1
64,O=C(/C=C/c1cccs1)NCCc1ccccc1
52,O=C(Nc1ccc2c(c1)OCCO2)c1cnccn1
58,COc1ccccc1OCc1nnc(-c2ccccc2Cl)o1
83,Cc1ccc(-c2cc3c(SCC(=O)Nc4ccc(Br)c(C)c4)nccn3n2)cc1
58,O=C(CSc1ccc2nnc(CCNC(=O)c3ccccc3)n2n1)NCc1ccco1
41,CC(C)/C=C/C1=CC2=C(C1)Cc1ccccc12
59,COc1ccc(CC(=O)NCCS(=O)(=O)N2CCc3ccccc3C2)cc1OC
53,O=S(=O)(N=C(NNC(=S)NCc1ccco1)N1CCCC1)c1ccccc1
54,CCOC(=O)CNC(=O)COc1coc(CN2CCN(c3ccc(F)cc3)CC2)cc1=O
74,COCC(=O)N1CCCc2ccc(NS(=O)(=O)CCc3ccccc3)cc21
67,CCC(=O)Nc1ccc(S(=O)(=O)NCc2ccsc2)c(C)c1
55,Nc1c(C(=O)O)ccc2c1C(=O)c1ccccc1C2=O
56,Cc1cc(C)cc(-n2ncc3c(N(C)C)ncnc32)c1
130,COc1cccc(CNC(=O)Cn2cccc(-c3nc(-c4ccc(Cl)cc4)no3)c2=O)c1
65,Cc1cc(C)c(C)c(S(=O)(=O)n2ccnc2)c1C
76,CC(C)Oc1ccc(C(=O)NCC2CCN(C(C)C)CC2)cc1
54,COC(=O)c1ccsc1NC(=O)C1CCCCN1S(=O)(=O)c1cccs1 (stereo unspecified)
71,CN1C(=O)c2cccc(NC(=O)C3c4ccccc4Oc4ccccc43)c2C1=O
55,CC(C)C(=O)N1CCCc2ccc(NC(=O)C(=O)NCCC3=CCCCC3)cc21
59,COC(=O)c1ccc(-c2cc(C(=O)O)c3[nH]c(C)nc3n2)cc1
55,CN1CCN(C(CNC(=O)C(=O)NCC2CCCO2)c2ccc3c(c2)CCCN3C)CC1 (stereo unspecified)
119,O=C1C=C(NCCSCc2cccc(C(F)(F)F)c2)CC(c2ccc3c(c2)OCO3)C1 (stereo unspecified)
80,CCN(CC)CCN(C(=O)c1ccc2c(c1)CCCC2)c1nc2cc(OC)c(OC)cc2s1
71,CCCc1ccc(S(=O)(=O)NCC2CCN(C(C)C)CC2)cc1
69,O=C(Nc1nc2cc3c(cc2s1)OCO3)c1ccccc1[N+](=O)[O-]
63&46,COc1cnc(NS(=O)(=O)c2ccc(N)cc2)nc1
59,CCS(=O)(=O)Nc1cccc(C2=NN(S(=O)(=O)c3ccc(C)cc3)C(c3cccc(F)c3)C2)c1 (stereo unspecified)
75,Nc1nc(SCC(=O)Nc2ccc(S(N)(=O)=O)cc2)n[nH]1
65,COc1ccc(Nc2c(C#N)cnc3ccccc23)cc1Cl
60,O=C(Nc1cc(=O)[nH]c(=O)[nH]1)c1cccc(Br)c1
61,Cc1nc(SCc2ccccc2F)[nH]c(=O)c1CC(=O)NCc1ccccc1Cl
56,COc1c([N+](=O)[O-])cc([N+](=O)[O-])c(OC)c1C(=O)O
82,Cn1c(SCC(=O)c2ccc3c(c2)OCCO3)nnc1-c1ccc2ccccc2c1
60,CCCCSc1nnc(CSc2ncccn2)n1-c1cccc(C(F)(F)F)c1
57,COc1ccc(CCNC(=O)CSc2nc(C)c(C)c(=O)[nH]2)cc1OC
62,O=[N+]([O-])c1ccc(O)c(/C=N\Nc2ccccc2)c1
84,Cc1cc(NC(=O)CN2C(=O)c3ccccc3C2=O)n(-c2nc3c(F)cccc3s2)n1
100,COc1ccc(OCC2c3cc(OC)c(OC)cc3CCN2C(=S)Nc2cc(OC)ccc2OC)cc1 (stereo unspecified)
97,CCCNC(=O)c1ccc2c(=O)n(-c3cccc(F)c3)c(SCC#N)nc2c1
68,CCOC(=O)c1ccc(Nc2c(C#N)cnc3c(OC)cccc23)cc1
61,O=C(NCCOc1cc(N2CCOCC2)ncn1)NC1CCCCC1
72,COc1cccc(Cn2nc3n(CC(C)C)c(=O)c4ccc(C(=O)NC(C)C)cc4n3c2=O)c1
63,CSc1ccc(NC(=O)C2c3ccccc3Oc3ccccc32)nn1
66,N#Cc1nc(-c2ccco2)oc1N1CCN(C(=O)c2ccccc2F)CC1
77,COc1cc(OC)cc(-c2noc(C3CCN(S(=O)(=O)c4ccc(Cl)cc4)CC3)n2)c1
59,O=S(=O)(c1ccc(Cl)c(Cl)c1)N1CCn2c(nc3ccccc32)C1
55,O=C(NC1CCN(C(=O)c2cccs2)CC1)c1ccccc1
63,O=C(Nc1cccc2c1C(=O)c1ccccc1C2=O)c1cc([N+](=O)[O-])ccc1Cl
66,O=C(Nc1ccc2c(c1)CN(C(=O)C1CC1)CC2)c1c(F)cccc1F
72,CCOC(=O)c1cc2cccnc2[nH]c1=O
43,N#CCC(=O)Nc1ccc(Cl)cc1Cl
63,Cc1cc(NC(=O)c2cccc(S(C)(=O)=O)c2)on1
51,O=C(c1ccc(F)c(F)c1)N(C(=O)N1CCCCC1)c1cccc(Cl)c1

Other compounds
RMI-FANCM inh,canonical_smiles
60,O=[N+]([O-])c1ccc(N2CCCC2)c(Cn2ccnc2)c1
54,CC1(C)S[C@@H]2[C@H](NC(=O)C(C(=O)O)c3ccccc3)C(=O)N2[C@H]1C(=O)O (stereo partly specified)
55,CC(C)(C)C(=O)N1CCN(Cc2ccc3c(c2)OCO3)CC1
59,Cc1occc(=O)c1OC(=O)c1ccccc1F
66,Cc1onc(-c2ccccc2Cl)c1C(=O)NNC(=O)c1cc2c(s1)-c1ccccc1CC2
67,Cc1c(NC(=O)CC2CCCCN2S(=O)(=O)c2cccs2)c(=O)n(-c2ccccc2)n1C (stereo unspecified)
71,O=C(NCCOc1ccc2nnc(-c3cccc(F)c3)n2n1)c1cccs1
51,COc1ccc2c(c1)NC(c1ccc([N+](=O)[O-])s1)N2 (stereo unspecified)
65,CCN1CCN(CC(O)COC(C)(C)C)CC1 (stereo unspecified)
65,Cc1cc(NC(=O)C(=O)c2c[nH]c3ccccc23)n(-c2nc3c(cnn3-c3ccccc3)c(=O)[nH]2)n1
60,COc1cc(NC(=O)c2ccccc2)c(C)cc1NC(=O)COc1ccc(Cl)cc1Cl
71,COCCN1CCC(CNC(=O)c2cccs2)CC1
65,Cc1ccc(NC(=O)Cc2csc(Nc3ccccc3)n2)cc1F
70,CCOc1ccc(S(=O)(=O)N2CCN(c3ccc4nncn4n3)CC2)cc1
65,CN(C)NC(=O)c1csnc1-c1c(Cl)cccc1Cl
65,CC(=O)OCC1OC(Oc2ccc(C(=O)Cc3ccc(OC(C)C)cc3)c(O)c2)C(OC(C)=O)C(OC(C)=O)C1OC(C)=O (stereo unspecified)
56,O=C(Nc1ccccc1I)C1COc2ccccc2O1 (stereo unspecified)
54,S=C(NN=C1CCCCCC1)Nc1cccc(Cl)c1
57,COc1cc(OC)cc(C(=O)Nc2nc3c(Cl)c(Cl)ccc3s2)c1
80,O=C(Nc1ncc(Cc2ccc(Cl)cc2Cl)s1)c1cc(Br)cs1
54,CSc1n[nH]c(N)c1-c1ccccn1
64,Cc1cc(C)n2c(Br)c(CSc3nc4ccccc4s3)nc2n1
58,c1ccc(OCc2nc(CCn3cnc4ccccc43)no2)cc1
60,N#CC1=Cc2ccccc2C2NN3C(C#N)=Cc4ccccc4C3NN12 (stereo unspecified)
61,CC1(C)C(=O)[C@@H]2C[C@@]3(O)C4=CC(=O)O[C@@H](c5ccoc5)[C@]4(C)CCC3[C@@](C)(C2=O)[C@H]1CC(=O)O (stereo partly specified)
78,Nc1nc(SCC(=O)Nc2cccc(-c3nc4ccccc4s3)c2)n[nH]1
49,CCN(CC)C(=C(Cl)Cl)C(=C1NCCN1)[N+](=O)[O-]
62,COc1ccc([N+](=O)[O-])c(OC)c1C(=O)NC(=O)Oc1c(Cl)cc(F)cc1Cl
60,Cn1c(=NC(=O)c2cc3cc([N+](=O)[O-])ccc3s2)sc2cc(S(C)(=O)=O)ccc21
48,CC(C(=O)Nc1cc(Cl)cc(Cl)c1)N1CCCC1 (stereo unspecified)
71,O=C(/C=C/c1ccc2c(c1)OCO2)Nc1nnc(-c2cc(Cl)sc2Cl)o1
72,COc1ccccc1CNC(=O)C1CCN(c2ncnc3c2sc2ncccc23)CC1
